# NCI-60 one-dose screen, 48 h, at 10 µM unless noted. Numbers give growth in % (100 = growth as untreated, 0 = no growth, -100 = all killed).
# SF-295 = SF-295 CNS cancer cells | actives 5.6% (n = 79,000) | AID 1794758
# 786-0 = 786-0 renal cancer cells. actives 5.1% (n = 81,000)
# SF-268 = SF-268 CNS cancer cells; actives 3.1% (n = 82,000); AID 1794759
# UO-31 = UO-31 renal cancer; actives 5.2% (n = 81,000)
# SF-539 = SF-539 CNS cancer; actives 6.8% (n = 81,000); AID 1794752
# PC-3 = PC-3 prostate cancer cells; AID 1794754; actives 3.9% (n = 80,000)
# U251 = U251 CNS tumor cells; actives 5.4% (n = 80,000)
# DU-145 = DU-145 prostate cancer; actives 4.2% (n = 81,000); AID 1794760
# SN12C = SN12C renal cancer cells | actives 3.8% (n = 81,000)
# An asterisk follows results filed as active; / = no result given; & = joins results of further samples. The calls were made as follows: active = growth percent below 10; inactive = the rest. No enrichment for hits. About 9.4% of those tested had a hit in this group.
# Start of the data: the first 4 records, to show the layout:
SMILES,SF-295,786-0,SF-268,UO-31,SF-539,PC-3,U251,DU-145,SN12C
CCOC(=O)/C=c1\sc2n(c1=O)C1C(NN=2)N(CC)C(=O)N1CC (stereo unspecified),46,63,81,56,54,56,69,75,72
Cc1ccc(-c2nn(C)c(=O)c3noc(-c4ccc(C)cc4)c23)cc1,41,29,55,42,-4.1*,26,27,35,44
Nc1ccccc1C(=O)N[C@H]1CC(=O)c2ccccc2NC1=O,99,104,95,93,99,97,96,109,95
NC(N)=NNS(=O)(=O)c1ccc(Nc2ncnc3ccc(NC(=O)c4cccs4)cc23)cc1,91,97,97,83,98,98,103,100,102

# The listing, from the start:
SMILES,SF-295,786-0,SF-268,UO-31,SF-539,PC-3,U251,DU-145,SN12C
CCOC(=O)/C=c1\sc2n(c1=O)C1C(NN=2)N(CC)C(=O)N1CC (stereo unspecified),46,63,81,56,54,56,69,75,72
Cc1ccc(-c2nn(C)c(=O)c3noc(-c4ccc(C)cc4)c23)cc1,41,29,55,42,-4.1*,26,27,35,44
Nc1ccccc1C(=O)N[C@H]1CC(=O)c2ccccc2NC1=O,99,104,95,93,99,97,96,109,95
NC(N)=NNS(=O)(=O)c1ccc(Nc2ncnc3ccc(NC(=O)c4cccs4)cc23)cc1,91,97,97,83,98,98,103,100,102
Cc1nc2ncnc3ncn1c32,91,86,99,89,92,97,97,75,103
C/C(=C(\c1ccc(OCCCN(C)C)cc1)c1ccc(OC(=O)C2CCCCC2)cc1)c1ccc(Cl)cc1,85,93,90,76,76,93,84,104,96
O=C(O)COc1c(Cl)cc([N+](=O)[O-])cc1Cl,100,89,97,94,100,65,98,111,/
NNc1ncccn1,108,96,103,83,105,106,102,116,103
O=C(/C=C/C=C/c1csc(Br)n1)NO,107,101,102,72,83,85,99,94,95
NC(=O)Cn1nc(-c2ccc(Oc3ccc(-c4ccc(=O)n(CC(N)=O)n4)cc3)cc2)ccc1=O,103,107,107,98,93,90,99,113,111
Cc1[nH]nc2c1C(c1cc(=O)oc3ccc(Cl)cc13)CC(=O)O2 (stereo unspecified),98,111,99,71,102,90,101,115,94
O=C(CCc1ccccc1)NCCc1cccs1,106,97,97,96,104,91,90,107,92
CC(=O)C(C)C(C)=O,/,109,108,86,96,99,/,124,105
O=c1oc2ccc(I)cc2c(=O)n1-c1ccc(F)cc1F,3.9*,21,9.2*,7.6*,14,3.6*,8.7*,15,11
COc1cc(/C=C2\SC(=S)N(NC(=O)Cc3ccccc3Nc3c(Cl)cccc3Cl)C2=O)cc(OC)c1,102,98,95,88,104,78,96,107,100
NC(=N\N=C/c1ccc(O)cc1O)/C(N)=N\N=C/c1ccc(O)cc1O,104,98,97,85,93,88,103,105,96
COc1ccc(Nc2nc3cccnc3nc2C)cc1OC,109,98,99,80,104,95,99,112,87
COc1cc(-c2n[nH]nc2-c2ccc3c(c2)OCCO3)cc(OC)c1OC,2.6*,21,16,27,-36*,17,-27*,10,31
COc1ccc(C(=O)Nc2ccc(Cl)cc2)cc1,94,99,102,80,106,92,96,101,97
Cc1ccc(CSc2nc(-c3ccc(Cl)cc3)c(C#N)c(=O)[nH]2)cc1,103,104,103,87,101,101,97,109,105
COc1c(N)c2c(c([N+](=O)[O-])c1OC)C(=O)OC2,107,102,106,83,104,97,110,116,93
COc1ccccc1C(C(C(=O)c1ccccc1)N1CCOCC1)N1CCOCC1 (stereo unspecified),112,99,108,78,107,97,107,113,108
O=c1oc2ccccc2n2cc3ccccc3c12,93,95,98,68,98,96,89,97,96
COc1ccc(-c2nc3ncccn3c2-c2nc3ccc(F)cc3[nH]2)cc1,/,101,111,83,98,97,96,108,92
Cc1[nH]c2ccccc2c1C1=CC(=O)C=CC1=O,127,84,84,59,79,79,72,103,91
CC(=O)c1cc(C)[nH]c1C,116,104,104,99,90,83,106,128,96
COc1ccc(CCn2c(C)nc3ccc(C)cc3c2=O)cc1OC,97,92,104,83,108,82,101,109,98
O=C(Nc1ccccc1)OCC(CN1CCCCC1)OC(=O)Nc1ccccc1 (stereo unspecified),98&97,101&64,95&79,67&53,96&88,75,91&68,107,94&77
CC(=O)CC(=O)N(Cc1cccnc1)Cc1cccnc1,93,96,105,87,114,89,103,/,83
Oc1ccc2ccc(Cl)cc2c1,107,110,100,77,96,98,100,110,104
NC(=NCCCOc1ccc(F)cc1)Nc1ccc(I)cc1,81,73,68,59,79,59,79,63,81
O=C(C(c1ccccc1)C(O)(c1ccccc1)c1ccccc1)N1CCOCC1 (stereo unspecified),106,96,104,76,101,87,101,116,107
C=C1c2nc3ccccc3n2C=C(c2ccc(OC)cc2)N1Cc1ccccc1,103,84,89,55,115,/,81,103,99
Clc1ncnc2c1ncn2C1CCCCO1 (stereo unspecified),101,106,112,87,113,95,106,126,97
COc1ccc2c(c1)[n+]([O-])c(C(=O)/C=C/C=C(\Cl)c1cc(OC)c(OC)c(OC)c1)c(C)[n+]2[O-],21,61,47,107,67,93,8.6*,97,78
O=C(NNc1ccccc1)NC(Cc1ccccc1)C(=O)O (stereo unspecified),108,103,111,76,102,94,103,124,97

# An excerpt from above, limited to PC-3 and SF-539.
mol	PC-3	SF-539
Clc1ncnc2c1ncn2C1CCCCO1 (stereo unspecified)	95	113
COc1ccc2c(c1)[n+]([O-])c(C(=O)/C=C/C=C(\Cl)c1cc(OC)c(OC)c(OC)c1)c(C)[n+]2[O-]	93	67

# New compounds follow
SMILES,SF-295,786-0,SF-268,UO-31,SF-539,PC-3,U251,DU-145,SN12C
COc1cc(C2=NN(c3ccccc3)C(c3sc(Cl)nc3Cl)C2)cc(OC)c1OC (stereo unspecified),91,85,72,56,91,78,92,81,69
CN1CC(C(O)C(O)C(O)CO)OC1C(NC(=O)c1ccccc1)[P+](c1ccccc1)(c1ccccc1)c1ccccc1 (stereo unspecified),105,104,101,77,104,95,98,107,99
CCOC(=O)CCn1c(-c2ccccc2)cc(-c2ccccc2)c(C#N)c1=O,96,100,96,78,98,87,99,102,92
O=[N+]([O-])c1ccc2c(N3CCC(CCCC4CCN(c5ncnc6cc([N+](=O)[O-])ccc56)CC4)CC3)ncnc2c1,32,70,84,46,80,71,76,85,76
O=[N+]([O-])c1cccc2c1CCC2,112,102,119,90,107,101,96,119,107
COc1ccc(-c2oc3cc(O)cc(O)c3c(=O)c2OC)cc1,102,85,66,68,97,73,89,108,91
C=C(C)[C@@H]1CC=C2c3sc(-c4ccc(C)cc4)nc3C[C@@H](C)[C@]2(C)C1,104,109,100,78,102,96,97,114,99
CC1[C@H]2[C@H](C[C@H]3[C@@H]4CC=C5c6sc(Nc7cccc(Cl)n7)nc6CC[C@]5(C)[C@H]4CC[C@@]32C)O[C@]12CC[C@@H](C)CO2 (stereo partly specified),109,105,87,85,110,48,92,99,94
COc1ccc(/C=N/NC(=O)c2[nH]c3ccc(Br)cc3c2-c2ccccc2)o1,17,13,39,46,-17*,23,20,20,43
C[C@@H]1C(=O)N(C[C@H](Cc2ccccc2)NC(=O)OCc2ccccc2)[C@]1(Cc1ccccc1)C(=O)OC(C)(C)C,70,/,66,47,87,28,63,87,/
CCOc1ccc2c(c1)sc1nc(-c3ccccc3)c(-c3cc(OC)c(OC)c(OC)c3)n12,103,106,104,66,104,102,102,129,107
COc1ccc(C2CC(c3cnccn3)=NN2)cc1OC (stereo unspecified),104,92,103,89,111,92,97,104,104

# Next part (four carried over from the part before).
SMILES,SF-295,786-0,SF-268,UO-31,SF-539,PC-3,U251,DU-145,SN12C
COc1ccc(/C=N/NC(=O)c2[nH]c3ccc(Br)cc3c2-c2ccccc2)o1,17,13,39,46,-17*,23,20,20,43
C[C@@H]1C(=O)N(C[C@H](Cc2ccccc2)NC(=O)OCc2ccccc2)[C@]1(Cc1ccccc1)C(=O)OC(C)(C)C,70,/,66,47,87,28,63,87,/
CCOc1ccc2c(c1)sc1nc(-c3ccccc3)c(-c3cc(OC)c(OC)c(OC)c3)n12,103,106,104,66,104,102,102,129,107
COc1ccc(C2CC(c3cnccn3)=NN2)cc1OC (stereo unspecified),104,92,103,89,111,92,97,104,104
CCn1cc(-c2ccnc(NCCCNS(=O)(=O)c3ccc(Br)cc3)c2)c(-c2cccc(OC)c2)n1,94,56,62,51,82,50,55,70,79
O=C1c2ccccc2C(=O)c2c(NCCN=Cc3c(O)ccc4ccccc34)cccc21,65,/,82,50,91,85,83,52,85
O=C(c1sc(-c2ccc(F)cc2)cc1O)N1CCOCC1,111,96,96,89,103,96,104,95,105
COc1ccc(/C(C#N)=C/c2ccccn2)cc1,134&102,74&97,122&99,99&95,106&108,101&104,101&98,120&107,115&101
NNC(=O)Cc1ccc2ccccc2c1,104,103,98,77,89,95,104,108,96
Nc1nc2c(ncn2COC(CO)CO)c(=O)[nH]1,107,102,105,81,107,97,105,114,107
Cn1c(=O)c2[nH]c(CCCc3nc4c([nH]3)c(=O)n(C)c(=O)n4C)nc2n(C)c1=O,111,107,104,102,99,94,107,118,103
O=C(N/N=C/c1ccc(O)cc1O)c1cccc(Nc2ccnc(C(F)(F)F)c2)c1,20,5.8*,12,35,8.6*,61,32,18,25
CNC(=O)c1cc(N2CCc3c2ccc(NC(=O)c2ccc(N4CCOCC4)c(C(F)(F)F)c2)c3F)ccn1,102,106,108,94,97,87,102,105,109
N#CC(c1ccccc1)C(CC(=O)c1ccccc1)c1ccccc1 (stereo unspecified),74,92,91,63,114,64,92,111,98
C=C(C)[C@@H]1CC[C@]2(C(=O)NCCNCCN)CC[C@]3(C)[C@H](CC[C@@H]4[C@@]5(C)CCC(=O)C(C)(C)[C@@H]5CC[C@]43C)[C@@H]12,103,104,90,105,100,78,93,105,99
Cc1ccc(C(=O)CSc2nnc(-c3c[nH]c4ccccc34)n2-c2ccccc2)cc1,11,-35*,30,30,22,43,9.8*,79,25
COc1cccc(/C(O)=C2\C(=O)C(=O)N(CCCn3ccnc3)C2c2cc(OC)c(OC)c(OC)c2)c1 (stereo unspecified),96,102,108,95,/,102,99,108,104
CSC(c1ccccc1)=[N+]1CCOCC1,103,99,103,84,102,103,104,111,106
CC(=O)c1cccc(NC(=O)c2sc3nc4cc5c(cc4cc3c2N)OCCO5)c1,108,101,103,99,100,108,85,108,98
C=C(CO)[C@@H]1CC[C@]2(COC3CCCCO3)CC[C@]3(C)[C@H](CC[C@@H]4[C@@]5(C)C=C(C=O)C(=O)C(C)(C)[C@@H]5CC[C@]43C)[C@@H]12 (stereo partly specified),-89*,-91*,-83*,-97*,-90*,-82*,-89*,-98*,-67*
O=c1ccsc2ccccc12,99,103,96,/,103,101,103,106,94
Cc1c(Cl)c(=O)n2c(-c3ccc(Cl)cc3)csc2c1C#N,107,107,99,85,90,101,104,110,101
CCOc1ccc(N2C(=O)CSC2=S)cc1,102,105,102,95,105,98,103,108,102
Cc1c(C(=O)N=Nc2c(O)[nH]c3ccc(F)cc23)oc2ccccc12,98,102,96,73,98,101,104,114,101
COc1cccc(-c2cc(-c3cccc(NS(C)(=O)=O)c3)nc(N)c2C#N)c1O,-1.4*,49,43,15,3.0*,17,31,15,51
N=c1c2c(-c3ccccc3)c(-c3ccccc3)n(Cc3ccccc3)c2ncn1CCCO,88,48,41,-0.2*,54,34,25,35,40
C=CCc1cccc(C)c1O,100,106,/,77,85,99,/,/,/

# High-throughput results deposited in PubChem by NCI.
